Screens (PubChem)
P. falciparum M17LAP = P. falciparum M17LAP inhibitors, primary screen, biochemical, fluorogenic H-Leu-NHMec substrate, 1536-well (AID 1619) | recombinant M17LAP, H-Leu-NHMec fluorogenic kinetic assay; higher % means a stronger effect | one-dose inhibition, % at 30 µM; IC50 in µM for titrated hits | 0.38% of 220,000 active;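 active = compound inhibiting the enzyme by more than half at any dose during confirmatory dose-response retesting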;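 also: plate controls were full reaction with DMSO carrier for no effect and no enzyme background for full effect; strong numbers were not always called active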
Ins promoter up = MIN6 insulin promoter up-regulation; z-score at 5 µM; 0.3% of 190,000 active; AID 1625; MIN6 insulin promoter-GFP reporter, high-content imaging; active compounds read high;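 active = z-score above 3 at 5 µM with at least 500 cells counted in the well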
CSM14.1 death rescue = rescue of cells from ER stress-induced death, primary screen, 384-well, CSM14.1, thapsigargin, ATP luminescence (AID 1222); one-dose cellular ATP content (survival), % at 20 µM; EC50 in µM for titrated hits; CSM14.1 thapsigargin-induced death rescue, ATP luminescence; higher % means a stronger effect; 190,000 tested, under 10 active;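 active = EC50 below 50 µM in the dose-response confirmation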;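 also: death triggered by thapsigargin at about 15 µM added after 2 h compound pretreatment; cell ATP read after overnight thapsigargin exposure of roughly 18 to 22 hours; normalized against plate controls of thapsigargin alone and 5% DMSO vehicle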
MT stabilizer = microtubule stabilization, imaging screen. HeLa tubulin immunostaining HCS, 24 h; share of cells brighter than vehicle mean+2SD. % tubulin-high responders, % at 10 µM. 0.83% of 200,000 active. AID 2205;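 active = plate Z-score above 3 for both tubulin-high and condensed-nucleus cell shares, with cell loss under 80%, at 10 µM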;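 also: anti alpha tubulin signal scored within the nucleus-defined area of each cell; some results filed as inactive read as strong as hits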
b-catenin transl = modulators of beta-catenin nuclear translocation; 0.3% of 190,000 active; nuclear translocation activity, % at 5 µM; HeLa beta-catenin nuclear translocation, immunofluorescence imaging;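 active = nuclear translocation activity above 50% at 5 µM, with a well cell count of 50 or more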;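 also: per-cell ratio of nuclear to cytoplasmic median beta-catenin stain intensity; plate controls were DMSO negative control for no effect and GSK-3 inhibitor IX positive control for full effect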
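System: Human HeLa cells, endogenous beta-catenin | Compound dosing: 5 µM primary, 0.02–20 µM confirmation | Timing: 24 h compound exposure at 37°C, 5% CO2 | Measured by: Fluorescence imaging of beta-catenin antibody stain plus DAPI | Read-out basis: % activation of per-cell nuclear versus cytoplasmic median beta-catenin signal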
M1AAP inhibition = P. falciparum M1AAP inhibitors, biochemical, fluorogenic H-Leu-NHMec substrate, 1536-well (AID 1445). recombinant M1AAP, H-Leu-NHMec fluorogenic kinetic assay; higher % means a stronger effect. inhibition, % at 30 µM; hits with a dose series show IC50 in µM. 0.42% of 220,000 active;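 active = primary inhibition above the hit cutoff, then over 50% inhibition at one or more dose response concentrations, cut at about 23% in these data, passing the limit was not always enough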;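 also: plate controls were DMSO full reaction for no effect and no enzyme background for full effect; strong numbers were not always called active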
Autophagy mod = modulators of autophagy | MEF GFP-LC3 puncta imaging; test concentration mostly 10 µM | calls only at 10 µM (by protocol) | 0.98% of 190,000 active | AID 463193;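 active = percentage of spot-positive cells more than 3 SD above its plate mean, without a fluorescence outlier flag or 80% toxicity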;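 also: spot-positive cell cutoff set from DMSO-treated cells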
Dynein cargo inh = blocks dynein driven cargo transport along microtubules | 3617.4 mouse cells, GR-EGFP nuclear translocation imaging; test concentration mostly 20 µM; stimulated with dexamethasone, 1 µM; active compounds read low | z-score, hits read low | 0.47% of 220,000 active;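 active = plate z-score of nuclear minus cytoplasmic receptor signal below a set negative limit, without overly bright fluorescence or cell loss, cut at about -3.5 in these data, passing the limit was not always enough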;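 also: z-score of nuclear minus cytoplasmic ring GR-EGFP intensity difference per well; some compounds called inactive have numbers as strong as hits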
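medium = tetracycline-free induction medium containing charcoal-stripped FBS | probe or stimulus = dexamethasone, 1.0 µM final | timing = 48 h induction, then 1 h compound, then 30 min agonist, 37 °C | detection = automated 10x imaging of fixed Hoechst-stained cells | read-out basis = nuclear versus cytoplasmic GR-EGFP signal, averaged per well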
K1F lysis inhibition = inhibition of K1F phage lysis, E. coli UTI89, bacterial capsule biogenesis inhibitors, alamar blue (AID 488966). E. coli UTI89 K1F phage lysis, alamar blue, 2 h; higher % means a stronger effect. 0.02% of 340,000 active. inhibition, % at 100 µM; hits with a dose series show IC50 in µM;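 active = phage lysis inhibition, versus mean bacterial control, above a set limit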;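 also: capsule biogenesis inhibitors block K1F phage lysis so surviving cells raise fluorescence; higher fluorescence means more inhibition of phage lysis; actives were called in the ten point dose series up to 300 µM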
Dynein cargo inh cytoplasmic EGFP = recorded beside Dynein cargo inh, whose call it bears; z-score; measured here: cytoplasmic GR-EGFP intensity; active compounds read high
Dynein cargo inh nuclear GR-EGFP = recorded beside Dynein cargo inh, whose call it bears; z-score; measured here: nuclear GR-EGFP intensity;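 lower value marks the stronger effect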
Dynein cargo inh cell count = second read-out of Dynein cargo inh, no call of its own (marks repeat the call); z-score; measured here: cell count per field
Ins promoter up cell count = second read-out of Ins promoter up, no call of its own (marks repeat the call); cell count; measured here: cytotoxicity, nuclei count;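 total cells summed across four imaged fields per well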
b-catenin transl cell count 5 µM = further read-out of b-catenin transl, marked with its call; cell count; measured here: cell count, cytotoxicity flag
MT stabilizer Hoechst-high % = also measured in MT stabilizer; calls as there; % Hoechst-high responders; measured here: nuclear condensation Hoechst responders;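 share of cells brighter than vehicle mean plus two SD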
MT stabilizer cytotoxicity % = second read-out of MT stabilizer, no call of its own (marks repeat the call); toxicity, %; measured here: cytotoxicity by cell density;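 0% = mean cell density of plate MIN control wells and 100% = no cells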
Autophagy mod cell loss 18 h = second read-out of Autophagy mod, no call of its own (marks repeat the call); toxicity, %; measured here: cell loss, nuclei count;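 cell loss after 18 h compound exposure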
* = called active by the depositor.

How did O=C(CSc1n[nH]c(-c2ccccc2)n1)Nc1ccc(Br)cn1 do in these assays?
P. falciparum M17LAP: 10%; Ins promoter up: -0.57; CSM14.1 death rescue: 0.6%; MT stabilizer: 2.1; b-catenin transl: 7.2; M1AAP inhibition: 6%; Autophagy mod: inactive; Dynein cargo inh: -0.24; K1F lysis inhibition: 0.1%; Dynein cargo inh cytoplasmic EGFP: -0.28; Dynein cargo inh nuclear GR-EGFP: -0.48; Dynein cargo inh cell count: 0.27; Ins promoter up cell count: 1027; b-catenin transl cell count 5 µM: 927; MT stabilizer Hoechst-high %: 1.8; MT stabilizer cytotoxicity %: 5.8; Autophagy mod cell loss 18 h: -15

What do the screens show for `COc1cc(NC(=O)c2cc(-c3cccs3)on2)cc(OC)c1OC`?
P. falciparum M17LAP: 12%; Ins promoter up: 2; CSM14.1 death rescue: 0.9%; MT stabilizer: 54*; b-catenin transl: 2.1; M1AAP inhibition: -7%; Autophagy mod: inactive; Dynein cargo inh: -0.67; K1F lysis inhibition: 0.3%; Dynein cargo inh cytoplasmic EGFP: -0.22; Dynein cargo inh nuclear GR-EGFP: -0.03; Dynein cargo inh cell count: 0.55; Ins promoter up cell count: 1372; b-catenin transl cell count 5 µM: 1462; MT stabilizer Hoechst-high %: 21*; MT stabilizer cytotoxicity %: 63*; Autophagy mod cell loss 18 h: 56

What do the screens show for `O=C(Nc1ccc2c(c1)OCCO2)c1ccc(Cl)c(S(=O)(=O)N2CCCCC2)c1`?
P. falciparum M17LAP: -6%; Ins promoter up: 0.02; CSM14.1 death rescue: 2.2%; MT stabilizer: 1.4; b-catenin transl: 0.6; M1AAP inhibition: 4%; Autophagy mod: inactive; Dynein cargo inh: -0.56; K1F lysis inhibition: 1.0%; Dynein cargo inh cytoplasmic EGFP: 0.63; Dynein cargo inh nuclear GR-EGFP: 0.092; Dynein cargo inh cell count: 0.19; Ins promoter up cell count: 751; b-catenin transl cell count 5 µM: 1134; MT stabilizer Hoechst-high %: 1.5; MT stabilizer cytotoxicity %: 5.7; Autophagy mod cell loss 18 h: 2

Results for Cc1nc(N/N=C/c2ccccc2)nc(N(C)c2ccccc2)c1[N+](=O)[O-] ?
P. falciparum M17LAP: -3%; Ins promoter up: -0.58; CSM14.1 death rescue: -0.8%; MT stabilizer: 2.4; b-catenin transl: -0.8; M1AAP inhibition: 5%; Autophagy mod: inactive; Dynein cargo inh: 0.35; K1F lysis inhibition: -0.2%; Dynein cargo inh cytoplasmic EGFP: 0.27; Dynein cargo inh nuclear GR-EGFP: 0.8; Dynein cargo inh cell count: 0.9; Ins promoter up cell count: 1678; b-catenin transl cell count 5 µM: 1357; MT stabilizer Hoechst-high %: 1.9; MT stabilizer cytotoxicity %: 6.0; Autophagy mod cell loss 18 h: 7

What do the screens show for `c1ccc(-c2nn3nnnc3c3ccccc23)cc1`?
P. falciparum M17LAP: -17%; Ins promoter up: -1; CSM14.1 death rescue: 0.1%; MT stabilizer: 1.1; b-catenin transl: -1.2; M1AAP inhibition: -2%; Autophagy mod: inactive; Dynein cargo inh: -0.022; K1F lysis inhibition: 0.6%; Dynein cargo inh cytoplasmic EGFP: -0.053; Dynein cargo inh nuclear GR-EGFP: -0.0015; Dynein cargo inh cell count: 0.53; Ins promoter up cell count: 1587; b-catenin transl cell count 5 µM: 1015; MT stabilizer Hoechst-high %: 1.8; MT stabilizer cytotoxicity %: 5.6; Autophagy mod cell loss 18 h: -1

Results for Cc1ccc(S(=O)(=O)CC(=O)c2cc(C)c(O)c(C)c2)cc1 ?
P. falciparum M17LAP: 6%; Ins promoter up: -0.07; CSM14.1 death rescue: -1.3%; MT stabilizer: 3.7; b-catenin transl: -2.3; M1AAP inhibition: 5%; Autophagy mod: inactive; Dynein cargo inh: 0.84; K1F lysis inhibition: 0.0%; Dynein cargo inh cytoplasmic EGFP: -0.29; Dynein cargo inh nuclear GR-EGFP: 0.94; Dynein cargo inh cell count: -1.2; Ins promoter up cell count: 1203; b-catenin transl cell count 5 µM: 1030; MT stabilizer Hoechst-high %: 2.9; MT stabilizer cytotoxicity %: 5.6; Autophagy mod cell loss 18 h: -7

Results for CCSC1=NCCN1S(=O)(=O)c1ccc2ccccc2c1 ?
P. falciparum M17LAP: 0%; CSM14.1 death rescue: -1.7%; MT stabilizer: 3.1; b-catenin transl: -0.4; M1AAP inhibition: 5%; Autophagy mod: inactive; Dynein cargo inh: -0.77; K1F lysis inhibition: -0.1%; Dynein cargo inh cytoplasmic EGFP: -0.34; Dynein cargo inh nuclear GR-EGFP: -0.32; Dynein cargo inh cell count: 0.75; b-catenin transl cell count 5 µM: 1102; MT stabilizer Hoechst-high %: 2.1; MT stabilizer cytotoxicity %: 11; Autophagy mod cell loss 18 h: -7

Results for COc1ccc2nc(NC(=O)C(NS(=O)(=O)c3cccc4nsnc34)C(C)C)sc2c1 (stereo unspecified) ?
P. falciparum M17LAP: 2%; Ins promoter up: -0.53; CSM14.1 death rescue: 0.4%; MT stabilizer: 1.7; M1AAP inhibition: 2%; Autophagy mod: inactive; Dynein cargo inh: 0.35; K1F lysis inhibition: -0.1%; Dynein cargo inh cytoplasmic EGFP: -0.22; Dynein cargo inh nuclear GR-EGFP: 0.2; Dynein cargo inh cell count: 0.42; Ins promoter up cell count: 839; MT stabilizer Hoechst-high %: 3.9; MT stabilizer cytotoxicity %: 10; Autophagy mod cell loss 18 h: -4

Results for Clc1ccc(N2CCN(c3nc4nonc4nc3N3CCSCC3)CC2)nc1 ?
P. falciparum M17LAP: 2%; Ins promoter up: -0.4; CSM14.1 death rescue: 1.3%; MT stabilizer: 3.7; b-catenin transl: -1.2; M1AAP inhibition: 4%; Autophagy mod: inactive; Dynein cargo inh: -0.42; K1F lysis inhibition: 0.2%; Dynein cargo inh cytoplasmic EGFP: 0.24; Dynein cargo inh nuclear GR-EGFP: -0.16; Dynein cargo inh cell count: 0.97; Ins promoter up cell count: 1434; b-catenin transl cell count 5 µM: 1056; MT stabilizer Hoechst-high %: 1.3; MT stabilizer cytotoxicity %: 3.9; Autophagy mod cell loss 18 h: 6

What do the screens show for `O=[N+]([O-])c1ccc(Sc2nnnn2-c2ccccc2)c(Cl)c1`?
P. falciparum M17LAP: -6%; Ins promoter up: 1.8; CSM14.1 death rescue: 0.8%; MT stabilizer: 3.3; M1AAP inhibition: 12%; Autophagy mod: inactive; Dynein cargo inh: -0.33; K1F lysis inhibition: -5.2%; Dynein cargo inh cytoplasmic EGFP: 0.14; Dynein cargo inh nuclear GR-EGFP: 0.16; Dynein cargo inh cell count: -0.61; Ins promoter up cell count: 612; MT stabilizer Hoechst-high %: 1.7; MT stabilizer cytotoxicity %: 1.8; Autophagy mod cell loss 18 h: 11

What do the screens show for `CN1CCN(C(=S)c2ccc(-c3cc(Cl)ccc3Cl)o2)CC1`?
P. falciparum M17LAP: 1%; Ins promoter up: -0.83; b-catenin transl: 0.7; M1AAP inhibition: 8%; Dynein cargo inh: 0.19; K1F lysis inhibition: 1.9%; Dynein cargo inh cytoplasmic EGFP: -0.14; Dynein cargo inh nuclear GR-EGFP: 0.29; Dynein cargo inh cell count: -2; Ins promoter up cell count: 1113; b-catenin transl cell count 5 µM: 1373

What do the screens show for `O=C(NC(C(=O)N/N=C/c1ccccn1)c1n[nH]c(=O)c2ccccc12)c1ccccc1` (stereo unspecified)?
P. falciparum M17LAP: 4%; Ins promoter up: -0.33; b-catenin transl: 1.4; M1AAP inhibition: -4%; Dynein cargo inh: 0.19; K1F lysis inhibition: 0.2%; Dynein cargo inh cytoplasmic EGFP: -0.29; Dynein cargo inh nuclear GR-EGFP: -0.32; Dynein cargo inh cell count: 0.37; Ins promoter up cell count: 1453; b-catenin transl cell count 5 µM: 1299

What do the screens show for `CCC(/C=N/NC(=O)C(=O)N/N=C/C(CC)CC)CC`?
P. falciparum M17LAP: 0%; Ins promoter up: 0.05; CSM14.1 death rescue: -8.5%; MT stabilizer: 3.3; b-catenin transl: -2.0; M1AAP inhibition: 7%; Autophagy mod: inactive; Dynein cargo inh: 0.3; K1F lysis inhibition: 0.3%; Dynein cargo inh cytoplasmic EGFP: -0.27; Dynein cargo inh nuclear GR-EGFP: -0.013; Dynein cargo inh cell count: -0.57; Ins promoter up cell count: 1389; b-catenin transl cell count 5 µM: 589; MT stabilizer Hoechst-high %: 1.5; MT stabilizer cytotoxicity %: 10; Autophagy mod cell loss 18 h: 1

Results for CCCOP(=O)(c1ccc(N(C)C)cc1)C(O)c1cc(OC)c(OC)c(OC)c1 (stereo unspecified) ?
P. falciparum M17LAP: 2%; Ins promoter up: -1.6; CSM14.1 death rescue: 1.1%; MT stabilizer: 4.5; b-catenin transl: -1.4; M1AAP inhibition: 4%; Autophagy mod: inactive; Dynein cargo inh: 0.91; K1F lysis inhibition: 0.5%; Dynein cargo inh cytoplasmic EGFP: -0.27; Dynein cargo inh nuclear GR-EGFP: 0.5; Dynein cargo inh cell count: -0.78; Ins promoter up cell count: 997; b-catenin transl cell count 5 µM: 1117; MT stabilizer Hoechst-high %: 2.1; MT stabilizer cytotoxicity %: 4.0; Autophagy mod cell loss 18 h: 16
